# Screening results: PubChem, The Scripps Research Institute Molecular Screening Center
# LYPLA1 counter: LYPLA1 inhibitors, primary screen, counter-screen for PME1 inhibitor project, biochemical, fluorescence polarization, FP-Rh probe ABPP. inhibition, % at 5.9 µM. 320,000 tested, 0.16% active. recombinant LYPLA1. Acyl-protein thioesterase 1 (Homo sapiens), O75608;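 active means inhibition above the mean of all tested compounds plus 3 SD, set per campaign, cut at about 14% in these data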;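 further: inhibitors block serine hydrolase probe labeling of LYPLA1 so polarization falls; 0% = enzyme with DMSO and 100% = wells lacking LYPLA1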
# PREPL inhibitor: PREPL enzyme inhibitors, primary screen, biochemical, fluorescence polarization | Prolyl endopeptidase-like (Homo sapiens), Q4J6C6 | recombinant PREPL, fluorescence polarization activity-based probe | inhibition, % at 5.96 µM | 320,000 tested, 0.68% active | AID 2751, 2010; in the data active means inhibition above about 43%;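 further: 0% = enzyme with DMSO and 100% = wells lacking enzyme; many of its hits are not listed in these tables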
# Target sequence (Q4J6C6 whole entry, looked up): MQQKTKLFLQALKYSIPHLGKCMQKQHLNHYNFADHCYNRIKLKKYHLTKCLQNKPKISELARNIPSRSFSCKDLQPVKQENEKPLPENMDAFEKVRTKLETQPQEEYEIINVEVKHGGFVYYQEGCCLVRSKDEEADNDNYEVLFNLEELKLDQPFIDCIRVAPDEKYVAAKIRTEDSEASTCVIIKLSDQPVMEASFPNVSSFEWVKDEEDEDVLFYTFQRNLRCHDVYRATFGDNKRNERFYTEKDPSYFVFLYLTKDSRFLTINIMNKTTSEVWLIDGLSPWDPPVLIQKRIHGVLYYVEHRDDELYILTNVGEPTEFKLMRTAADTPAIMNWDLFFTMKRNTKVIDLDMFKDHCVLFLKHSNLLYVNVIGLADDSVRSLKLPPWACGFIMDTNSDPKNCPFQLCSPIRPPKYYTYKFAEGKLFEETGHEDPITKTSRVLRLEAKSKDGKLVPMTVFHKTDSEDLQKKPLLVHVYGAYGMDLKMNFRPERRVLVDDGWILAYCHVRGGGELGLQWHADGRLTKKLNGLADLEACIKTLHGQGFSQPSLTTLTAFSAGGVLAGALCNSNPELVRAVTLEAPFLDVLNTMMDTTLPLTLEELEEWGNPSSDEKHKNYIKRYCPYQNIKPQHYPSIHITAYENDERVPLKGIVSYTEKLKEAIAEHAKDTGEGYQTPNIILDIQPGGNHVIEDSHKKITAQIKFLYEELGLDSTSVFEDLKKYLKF
# PAFAH2 inh: PAFAH2 enzyme inhibitors, primary screen, biochemical, fluorescence polarization, human; inhibition, % at 3.39 µM; 340,000 tested, 0.99% active; recombinant PAFAH2, FP-rhodamine activity probe; AID 492956, 2010;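 active means inhibition above the mean over all tested compounds plus 3 SD, cut at about 30% in these data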;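 further: inhibitors block probe labeling of enzyme so polarization drops; 0% = enzyme with DMSO and 100% = wells lacking PAFAH2 protein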
# PAD4 inh: human PAD4 inhibitors, primary screen, biochemical, fluorescence polarization, 1536-well format | recombinant PAD4, RCA probe fluorescence polarization | AID 485272, 2010 | Protein-arginine deiminase type-4 (Homo sapiens), Q9UM07 | 330,000 tested, 0.41% active | inhibition, % at 6.36 µM;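 active means percent inhibition above a cutoff equal to the mean of all tested compounds plus 3 SD, cut at about 15% in these data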;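 further: 0% = PAD4 with RCA probe and DMSO and 100% = probe without PAD4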
# PAFAH1B2 inh: PAFAH1B2 enzyme inhibitors, primary screen, biochemical, fluorescence polarization, human. Platelet-activating factor acetylhydrolase IB subunit alpha2 (Homo sapiens), P68402. 340,000 tested, 1.2% active. inhibition, % at 3.39 µM. recombinant PAFAH1B2, FP-rhodamine activity probe;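 active means inhibition above the mean of all tested compounds plus 3 SD, cut at about 24% in these data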;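 further: 0% = enzyme with DMSO and 100% = wells lacking PAFAH1B2; many of its hits are not listed in these tables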
# PAFAH1B3 inh: PAFAH1B3 enzyme inhibitors, primary screen, biochemical, fluorescence polarization, human; Platelet-activating factor acetylhydrolase IB subunit alpha1 (Homo sapiens), Q15102; recombinant PAFAH1B3, FP-rhodamine probe; inhibition, % at 3.39 µM; 340,000 tested, 0.28% active; AID 492972, 2010;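 active means inhibition above the screen-wide average of all tested compounds plus 3 SD, cut at about 25% in these data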;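 further: 0% = enzyme with DMSO only and 100% = wells lacking PAFAH1B3 protein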
# LYPLA2 counter: LYPLA2 inhibitors, primary screen, counter-screen for PME1 inhibitor project, biochemical, fluorescence polarization, FP-Rh probe ABPP | inhibition, % at 5.9 µM | recombinant LYPLA2 | 320,000 tested, 0.38% active | AID 2177, 2009;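 active means inhibition above the screen-wide mean plus 3 SD, limit set per campaign, cut at about 26% in these data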;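 further: 0% = LYPLA2 with DMSO and 100% = wells lacking LYPLA2 enzyme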
# GSTO1 counter: inhibitors of recombinant GSTO1, primary screen, counter-screen for RBBP9 inhibitor project, biochemical, fluorescence polarization. Glutathione S-transferase omega-1 (Homo sapiens), P78417. activity-based probe fluorescence polarization. inhibition, % at 5.96 µM. 300,000 tested, 1.1% active. AID 1974, 2009;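 active means inhibition above the campaign mean inhibition plus 3 SD, cut at about 35% in these data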;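 further: 0% = GSTO1-1 with DMSO and 100% = wells lacking GSTO1-1 enzyme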
# Target sequence (P78417 whole entry, looked up): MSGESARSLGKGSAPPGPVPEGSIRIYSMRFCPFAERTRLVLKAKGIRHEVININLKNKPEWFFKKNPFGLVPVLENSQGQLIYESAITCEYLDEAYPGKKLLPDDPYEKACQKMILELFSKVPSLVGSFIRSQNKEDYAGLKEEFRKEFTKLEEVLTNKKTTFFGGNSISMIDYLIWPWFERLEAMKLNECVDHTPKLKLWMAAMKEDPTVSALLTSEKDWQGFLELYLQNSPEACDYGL
# pPAFAH inh: pPAFAH enzyme inhibitors, primary screen, biochemical, fluorescence polarization, human | Platelet-activating factor acetylhydrolase (Homo sapiens), Q13093 | recombinant pPAFAH, FP-rhodamine probe fluorescence polarization | inhibition, % at 3.39 µM | 330,000 tested, 1.5% active;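 active means inhibition above the mean inhibition across the screen plus 3 SD, cut at about 25% in these data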;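 further: inhibitors block binding of the rhodamine activity-based probe so polarization drops; 0% = enzyme with DMSO and 100% = wells lacking pPAFAH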
# * marks the source's active call; other numbers are inactive results; x = no result given. A portion of the library (hit frequency here may not be typical).
SMILES,LYPLA1 counter,PREPL inhibitor,PAFAH2 inh,PAD4 inh,PAFAH1B2 inh,PAFAH1B3 inh,LYPLA2 counter,GSTO1 counter,pPAFAH inh
COC(=O)c1ccc(C(=O)OC)c(NC(=S)N2CCC(N3CCCCC3)CC2)c1,-2,-1,-3,4,8,-4,5,1,-2
Cc1cc(-c2ccc(S(=O)(=O)N3CCN(C)CC3)s2)on1,-2,-1,-3,0,10,6,6,5,2
CN(C)c1ccc(NC(=O)CN2C(=O)CC(c3ccccc3)=Nc3ccccc32)cc1,-1,9,0,6,-5,1,0,7,1
COC(=O)C1=C(C)N(Cc2ccco2)C(=O)N[C@@H]1c1ccc(Br)cc1,-2,0,-5,-1,1,4,-2,4,0
CCOC(=O)c1c(C)c(C(=O)NCc2cccnc2)c(C)n1C,0,-6,6,-4,3,9,-1,2,-3
COCCNC(=O)c1onc(CSc2ccccc2)c1C(=O)NCCOC,-1,9,-1,3,5,10,6,2,8
Cc1ccccc1NC(=O)COc1cccc2c1CCNC2=O,-1,3,4,0,7,-6,1,1,6
CSC(=Nc1ccccc1)C1=C(O)COC1=O,-1,-6,-7,-4,-2,2,-2,3,3
Cc1cc(C)c(NC(=O)COC(=O)c2cc([N+](=O)[O-])ccc2N2CCOCC2)c(C)c1,1,7,3,-4,1,6,1,3,7
COc1ccc(C)cc1NC(=O)CN(c1ccc(F)cc1)S(C)(=O)=O,5,2,2,-5,0,-1,3,-2,-2
COC(=O)c1ccc(C2CC(=O)Nc3cc(OC)c(OC)cc32)cc1 (centres undefined),-3,6,-4,-1,2,10,7,0,6
O=C(Nc1ccc(Cl)cc1)N1N=CCC1c1ccccc1 (centres undefined),-2,-2,x,1,x,x,-4,-5,-6
Cc1ccc(C(C(=O)NC2CCCCC2)N(CC2CCCO2)C(=O)CNC(=O)c2cccs2)cc1 (centres undefined),-5,0,3,0,1,-4,-2,-6,3
c1cncc(-c2nc(NCc3ccc4c(c3)OCO4)c3ccccc3n2)c1,-6,13,2,1,1,12,-13,-13,-5
Nc1cc(N)cc(-c2nc3ccccc3[nH]2)c1,-9,49*,1,-9,3,8,-9,-7,22
CN(CCCC1CCCC1)C(=O)c1cc(COc2ccc(F)cc2F)on1,3,8,-6,1,3,4,13,0,13
Cc1ccc(C(=O)NCC(=O)OCC(=O)Nc2ncc(C(F)(F)F)cc2Cl)cc1,0,-7,-4,3,6,-1,0,8,12
COc1ccc(S(=O)(=O)N2CCN(c3nc(C)cc(C)n3)CC2)cc1,-2,-8,3,1,6,8,4,1,15
CCOC(=O)N1CCN(C(=O)/C(=C/c2ccc(OC)cc2)NC(=O)c2ccccc2)CC1,0,3,-2,1,3,2,2,-2,2
CCOC(=O)c1ccc(NC(=S)N2CCN(C)CC2)cc1,-2,-3,-1,-3,1,1,-6,6,-2
CCCCn1c(SCc2ccc(Cl)cc2)nc2c1c(=O)[nH]c(=O)n2C,2,27,0,3,15,1,-4,1,4
CCOc1nc(NCCN2CCOCC2)nc(Nc2ccc(C)cc2)n1,-1,11,6,2,-3,-4,-2,3,2
O=C(Nc1ccc(N2CCN(C(=O)c3ccccc3)CC2)cc1)c1cc2ccccc2o1,0,45*,9,3,3,5,0,-2,1
C/C(=N\O)C(C)/[N+]([O-])=C/c1nc(C)c(C)n1O (centres undefined),1,14,-1,-4,0,6,1,-1,-1
O=C(Nc1nnc(-c2ccc(Br)cc2)o1)c1cccc(N2C(=O)CCC2=O)c1,0,12,6,-8,0,5,-4,8,-4
SMILES,LYPLA1 counter,PREPL inhibitor,PAFAH2 inh,PAD4 inh,PAFAH1B2 inh,PAFAH1B3 inh,LYPLA2 counter,GSTO1 counter,pPAFAH inh
Cc1nnc(SCC(=O)Nc2ccc(Cl)cn2)s1,-1,-4,1,-2,1,2,4,-1,-1
CCCC(C)n1[nH]c(=O)c2c(C)cc(C)nc21 (centres undefined),-2,4,-4,0,1,2,6,3,1
CC(C)(C)CC(C)(C)NCC(O)COCCOc1ccc(Br)cc1 (centres undefined),-1,40,0,-1,1,11,0,6,3
COc1ccc(OC)c(/C=N\NC(=O)CSc2nnc(CCCc3ccc(OC)c(C)c3)o2)c1,-6,7,-10,2,-4,7,-11,-1,8
CC1(C)CC(=O)C(C=NCCN2CCN(C(=S)NC3CCCCC3)CC2)=C(O)C1,1,-2,4,-2,1,6,-7,4,0
Cc1ccccc1Nc1nc(N)nc(CSc2nc3ccccc3s2)n1,-7,0,8,4,-2,6,1,0,2
Cc1cc(OC(=O)C(C)(C)C)c([N+](=O)[O-])c(=O)[nH]1,3,1,3,1,-2,4,5,2,5
CC(C)C[C@H](NC(=O)c1nc[nH]c1C(=O)N[C@@H](CC(C)C)C(=O)OC(C)(C)C)C(=O)OCc1ccccc1,-8,11,x,10,x,x,-11,10,8
COc1ccc(C2=NCC(CSc3nnc(-c4ccc5c(c4)OCO5)o3)S2)cc1 (centres undefined),-11,-12,2,2,8,8,-1,-1,-4
Cc1cccc(NC(=S)NN(Cc2ccccc2)c2ccccc2)c1C,2,4,-5,-2,6,2,0,6,-1
CN(C(=O)c1ccccc1C(=O)OCC(=O)NCc1cccs1)C1CCCCC1,0,-8,-1,-3,-1,2,-5,4,1
CCCCN(C(=O)CN1CCOCC1)c1c(N)n(CC(C)C)c(=O)[nH]c1=O,4,-1,-8,0,4,6,7,6,4
O=C1c2cccc3c([N+](=O)[O-])ccc(c23)C(=O)N1O,1,18,9,7,12,7,23,27,3
Cc1ccccc1OC/C(O)=C(\C#N)c1nc2ccccc2[nH]1,2,-3,3,0,3,3,-1,2,3
CC(=O)Nc1sc(-c2ccccc2)nc1-c1ccccc1,-1,2,-2,-1,6,6,5,3,4
O=c1n(Cc2ccccc2Cl)nc2n1-c1ccccc1SC2,1,-3,5,2,12,10,-2,4,5
Cc1ccc2c(c1)[nH]c1c(=O)n(CCCN3CCOCC3)cnc12,-2,2,3,-2,1,-1,2,3,6
Cc1ccc(Cl)cc1N(C(=O)c1csnn1)C(C(=O)NC1CCCC1)c1ccco1 (centres undefined),-2,-2,1,-2,3,5,2,-9,7
CCN(CC)C(=O)Cn1cc(/C=C(\C#N)C(=O)N2CCN(c3ccccc3)CC2)c2ccccc21,2,7,-5,-3,4,-1,0,-4,5
O=C(Nc1ccccc1)Nc1cc(Cl)cc(Cl)c1,-45,-25,-52,-10,-19,-29,-85,-68,-47
Cc1ccc(OCC(O)CNCc2ccccc2)cc1C (centres undefined),0,13,5,-1,1,4,-3,3,2
O=C(c1cccc(S(=O)(=O)N2CCc3ccccc3C2)c1)N1CCN(c2ccccc2)CC1,4,1,3,1,8,7,6,4,5
O=C(COC(=O)CCC(=O)c1cccs1)Nc1ccccc1[N+](=O)[O-],-3,32,2,-3,2,9,-4,15,4
O=C(Nc1ccc(S(=O)(=O)Nc2ccc(F)cc2)cc1)c1ccc(CN2CCOCC2)cc1,-6,2,4,1,0,1,-1,-7,34*
COc1cc2cc(CN(CCN3CCOCC3)C(=O)Nc3ccc(F)cc3)c(=O)[nH]c2cc1OC,3,15,1,3,8,0,-1,10,1
SMILES,LYPLA1 counter,PREPL inhibitor,PAFAH2 inh,PAD4 inh,PAFAH1B2 inh,PAFAH1B3 inh,LYPLA2 counter,GSTO1 counter,pPAFAH inh
CCc1ccc(C(=O)Nc2cc(S(=O)(=O)N3CCOCC3)ccc2N2CCOCC2)cc1,x,3,-3,4,8,1,x,x,4
CCC1=Nc2cc(C(=O)NCCCN3CCN(C)CC3)ccc2Sc2ccccc21,-5,-19,14,-2,5,-3,-5,-4,2
OC(COc1ccc2ccccc2c1)CN1CCN(c2ccc(F)cc2)CC1 (centres undefined),3,4,1,1,-2,1,1,4,6
COc1cc(/C=N/Nc2ccc(C(=O)O)cc2)ccc1O,-1,5,6,-3,0,8,1,9,5
O=C1c2ccccc2C(=O)N1CCC(O)C[N+](=O)[O-] (centres undefined),-2,-3,0,-2,3,7,-4,-5,7
O=C(Nc1ncc([N+](=O)[O-])s1)C1CCN(S(=O)(=O)c2cnc[nH]2)CC1,0,11,3,-5,2,11,0,1,-1
O=c1[nH]c(=S)[nH]c2nc(-c3ccccc3)cnc12,3,20,1,8,4,9,2,-9,-2
Cc1ccc(C(=O)NC(=O)CSc2nncn2C)cc1,5,11,-5,1,5,-1,6,2,-1
Cc1ccc(C(C(=O)NCc2ccco2)N(C(=O)CNC(=O)c2cccs2)c2ccc(C)cc2)cc1 (centres undefined),-2,8,-2,2,1,-5,-3,-1,4
CCCCN(C(=O)C(C)Oc1ccc(Br)cc1)c1c(N)n(CC(C)C)c(=O)[nH]c1=O (centres undefined),0,12,5,-7,-6,-4,-2,x,-3
CCC(Sc1nc(N)c(NC(=O)c2ccco2)c(=O)[nH]1)C(=O)O (centres undefined),-1,6,-8,-7,0,12,-2,0,3
CN(CC(=O)Nc1ccc(F)cc1)C(=O)c1cccc(S(=O)(=O)N2CCN(c3ccccc3)CC2)c1,-3,-47,-5,3,4,10,-2,7,16
CCC(C)NC(=S)Nc1ccc2nc(N3CCOCC3)cc(C)c2c1 (centres undefined),-1,-5,0,2,10,-3,3,4,3
CCOc1ccc(-n2ccc(=O)c(C(=O)Nc3ccc(S(=O)(=O)Nc4nccs4)cc3)n2)cc1,-6,18,12,4,5,5,7,3,17
CC(=O)c1ccc(OCC(O)CN2CC(C)OC(C)C2)cc1 (centres undefined),0,12,0,0,-4,4,7,9,-2
O=C(Nc1ccc(C(F)(F)F)cc1-c1ccccc1)c1ccccc1,2,3,1,1,5,4,-1,3,4
C1=C(c2cc3ccccc3cn2)CCCC1,x,-24,8,-4,8,0,x,x,4
Nc1nc(SCC(=O)Nc2ccc3c(c2)OCO3)n[nH]1,-2,19,-5,-5,5,4,-1,-1,3
CN(C)CCCNC(=O)c1cc2c3ccccc3n(C)c2s1,4,18,-3,4,2,4,3,12,3
O=C(COc1ccccc1[N+](=O)[O-])Nc1ccccc1N1CCCC1,-2,8,1,-2,1,5,2,3,7
COc1cc(NC(=O)CCCn2c(=S)[nH]c3ccccc3c2=O)cc(OC)c1OC,-1,20,1,1,1,2,-3,15,2
NS(=O)(=O)c1ccc(N/N=C/c2cn(-c3ccccc3)nc2-c2cccs2)c([N+](=O)[O-])c1,0,4,-1,-6,2,1,5,-1,4
Cc1cccnc1NC(=S)NC(=O)c1cncc(Br)c1,-2,7,2,1,-1,2,0,3,0
O=C(c1ccncc1)N1N=C(C2CCCCC2)CC1(O)C(F)(F)F (centres undefined),2,-2,x,0,x,x,3,10,4
Cc1ccc(C(=O)Nc2ccc(NC(=O)c3ccco3)c(C)c2)cc1,-1,6,-1,-1,3,4,-1,3,0
COC(=O)c1cc(=O)n(CCc2ccccc2)c(=Nc2ccc(F)cc2)s1,-5,-7,-1,-2,6,-1,-3,-3,1
